# Source: PubChem
# OX1R antag-1: antagonists of human orexin 1 receptor (OX1R); AID 485270; 1.8% of 330,000 active; inhibition, % at 6.6 µM; O43613; OX1R-expressing cells, FRET antagonist read-out; in the data active means inhibition mostly above about 38%, no sharp cut-off; inactive means mostly below about 40%;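 further: 0% = agonist challenge alone and 100% = reference antagonist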
# Target sequence (O43613 whole entry, looked up): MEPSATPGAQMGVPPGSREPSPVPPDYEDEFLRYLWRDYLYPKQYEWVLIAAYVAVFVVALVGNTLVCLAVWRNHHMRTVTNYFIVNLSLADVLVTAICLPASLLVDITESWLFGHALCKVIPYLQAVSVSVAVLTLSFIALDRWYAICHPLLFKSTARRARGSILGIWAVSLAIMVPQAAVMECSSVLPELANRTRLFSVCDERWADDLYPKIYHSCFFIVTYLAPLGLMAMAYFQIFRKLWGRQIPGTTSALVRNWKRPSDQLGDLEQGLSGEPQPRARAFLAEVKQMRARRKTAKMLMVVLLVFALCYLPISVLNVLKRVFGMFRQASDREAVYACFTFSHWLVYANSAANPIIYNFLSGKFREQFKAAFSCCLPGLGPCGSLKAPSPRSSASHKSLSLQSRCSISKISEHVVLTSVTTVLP
# OX1R antag-2: antagonists of human orexin 1 receptor. O43613. CHO/OX1R cells, Fluo-8 calcium fluorescence, orexin A. inhibition, % at 5 µM. 0.43% of 330,000 active. AID 434989;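 active means inhibition above its plate's threshold, mean inhibition of all tested compounds on the plate plus 3 SD, cut at about 37% in these data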;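 further: 0% = orexin A challenge wells and 100% = SB-334867-A antagonist wells; not every result past the cut was called active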
# Numbers without * were called inactive.
# The line under a structure holds: OX1R antag-1	OX1R antag-2
- O=C(Cn1c(CO)nc2ccccc21)NC1CCCCCC1
→ 7.1	-14.7
- Cc1cc(Cl)cc(C)c1OCCCCN1CCOCC1
→ 1.8	-10.4
- O=[N+]([O-])c1cccc(/C=C2\CCC(/C=N/Nc3ccc4ccccc4n3)=C2N2CCOCC2)c1
→ 11.0	-10.6
- Cc1cc(NC(=O)c2cc3ncc(Br)cn3n2)no1
→ 37.1	7.8
- Clc1ccccc1CSc1ncn(-c2ccccc2)n1
→ 20.7	-12.2
- O=C(CN1C(=O)c2cccnc2Oc2ccc(Cl)cc21)NCCc1ccccc1
→ 17.8	-14.6
- COc1ccc(Cl)cc1C(=O)Nc1ccc(NC(C)=O)cc1
→ 29.0	2.7
- COc1cc(C(=O)NCC(c2cccnc2)N2CCN(C)CC2)cc(OC)c1OC (configuration not stated)
→ 18.1	-14.4
- COc1ccc(S(=O)(=O)N(C(=O)c2ccncc2)c2ccc3oc4c(c3c2)CCCC4)cc1
→ 12.0	-21.4
- CC(C)(C)NC(=O)CN(CC1CCCO1)C(=O)CNS(=O)(=O)c1ccc(F)cc1 (configuration not stated)
→ 31.9	-3.8
- CCOC(=O)C1CCN(c2c(C(=O)c3ccccc3)cnc3ccc(Cl)cc23)CC1
→ 10.0	-43.5
- COc1ccc(/C=N/NC(=O)c2cc(C(C)(C)C)[nH]n2)cc1COc1ccc(F)cc1F
→ 16.2	-28.2
- Cc1ccc(C(=O)N[C@@H](Cc2ccccc2)C(=O)N2CCC3(CC2)NCCc2[nH]cnc23)cc1C
→ 7.0	-14.3
- O=C(C1CCCN(S(=O)(=O)c2ccc([N+](=O)[O-])cc2)C1)N1CCCCC1 (configuration not stated)
→ 66.7*	-15.1
- O=C(CN1CCN(Cc2ccc(Cl)cc2)CC1)N/N=C/C=C/c1ccccc1[N+](=O)[O-]
→ 7.0	-22.3
- O=C(Cc1ccccc1)N1CCN(C(=O)c2cccs2)CC1
→ 12.2	-4.2
- O=C(OCC(=O)N1CCc2ccccc21)c1ccccn1
→ 4.7	-15.9
- CCC[C@@H]1CCCC/C=C\CCCC(=O)OCCN1C(=O)OC(C)(C)C
→ 1.1	-4.2
- COc1ccc(N2C(=O)C3CCCN3C2c2ccccc2OC)cc1 (configuration not stated)
→ 17.0	3.7
- COc1ccc(Cn2c(=O)oc3ccccc32)cc1F
→ 13.6	-0.3
- CS(=O)(=O)c1cnc2c(-c3ccsc3)cnn2c1N
→ 15.1	3.0
- Cc1cccnc1NC(=O)CNC(=O)C12CC3CC(CC(C3)C1)C2
→ 16.1	-4.2
- Nc1cccc(Nc2nc(OC(C(F)(F)F)C(F)(F)F)nc(OC(C(F)(F)F)C(F)(F)F)n2)c1
→ 10.4	-14.3
- N#Cc1nc(Cl)c(Cl)c(NN)c1Cl
→ 4.7	-2.8
- Cc1ccc(N=c2c([N+](=O)[O-])nn(-c3ccc(Cl)cc3)n2O)cc1C
→ 27.6	-18.6
- CN(CC(=O)Nc1nc2ccccc2s1)S(=O)(=O)c1ccc(Br)cc1
→ 48.2*	69.5*
- CCOC(=O)N=S(N)(=O)c1ccc(Cl)cc1 (configuration not stated)
→ 13.9	0.2
- O=C(CSc1nnc(Cc2ccccc2)o1)Nc1ccc(N2CCOCC2)cc1
→ 6.7	-9.0
- C/C(N)=C(/C#N)C(=O)COC(=O)CCSc1ccccc1
→ 13.8	-3.2
- CCOC(=O)N(C)c1ccc(C(O)(C(F)(F)F)C(F)(F)F)cc1
→ 52.5	-25.5
- O=C(CN(Cc1ccccc1)C(=O)CCC(=O)Nc1ccccn1)NCc1ccc(F)cc1
→ 50.4	-23.7
- Cc1ccc(C(=O)NCCN(C)C)cc1C
→ 15.0	0.3
- Cc1cccc(Nc2c(-c3ccc(N4CCOCC4)cc3)nc3ncccn23)c1
→ 15.9	-12.1
- CCN(CC)S(=O)(=O)c1ccc(OC)c(NC(=O)c2cccs2)c1
→ 22.7	-14.2
- CCCCCn1c(CCC(=O)Oc2ccccc2OC)nc2c1c(=O)[nH]c(=O)n2CCCC
→ 6.0	-19.7
- CCCn1nnnc1NCc1ccc(N2CCCC2)cc1
→ 4.7	-16.0
- CCOC(=O)C1CCN(C(=O)c2cc(COc3ccc(OC)c4ccccc34)on2)CC1
→ 11.5	-11.3
- O=C(Nc1ccc(OC(F)(F)F)cc1)c1ccc(S(=O)(=O)N2CCOCC2)o1
→ 8.9	-10.1
- O=C(CSCc1cc(=O)n2nc(C3CC3)sc2n1)Nc1ccc(F)cc1
→ 3.0	-15.3
- CCn1c(SC(C)C(=O)NCC2CCCO2)nc2scc(-c3ccccc3)c2c1=O (configuration not stated)
→ 4.0	-26.4
- COc1cc(C2NC(=O)NC(C)=C2C(=O)OC2CCCCC2)cc(Br)c1O (configuration not stated)
→ 1.7	-32.9
- CC(=O)Nc1ccc(C(=O)OCC(=O)NC2CCCCCCC2)cc1
→ 4.0	7.6
- CCN(CC)S(=O)(=O)c1cccc(C(=O)N2CC(O)CC2C(=O)OC)c1 (configuration not stated)
→ 14.8	-2.3
- COc1ccccc1C(=O)Nc1ccc(Oc2ncnc3sc(-c4ccccc4)cc23)cc1
→ 7.1	-9.9
- CN1CCN(CC(C)(C)NS(=O)(=O)c2ccc(Cl)cc2)CC1
→ 2.4	-6.7
- NC(=O)c1nn(-c2ccc(Oc3ccccc3)cc2)c(=O)cc1O
→ 23.3	-0.3
- CCSc1nc2c(c(=O)[nH]1)C(c1cccs1)C(C(=O)OC)=C(C)N2 (configuration not stated)
→ 6.6	-24.6
- COc1ccc(C2Nc3ccccc3C(=O)N2O)cc1OC (configuration not stated)
→ 13.4	-7.2
- COc1ccccc1N(C(=O)CCl)c1cn(C(C)=O)c2ccccc12
→ 3.6	-17.8
- CC(C)CNC(=O)NC(=O)COc1ncnc2sccc12
→ 9.8	-11.1
- O=S(=O)(/N=C(/Nc1nccs1)c1ccc(F)cc1)c1ccccc1
→ 9.9	-12.4
- CN(C)N=Nc1nc2c(c(=O)n(C)c(=O)n2C)n1C
→ 6.0	-16.2
- CCC1=C(OC(=O)N(CC)CC)N2C(=O)OC(=NCc3ccccc3)[C@]2(C)[C@H]2C1=CC[C@H]1C(=O)N(CC(=O)OC)C(=O)[C@H]12
→ 3.8	-12.7
- CCOC(=O)c1ccc(NC(=O)c2cc(C)nn2-c2ccccc2)cc1
→ 0.4	-16.7
- CCCSc1nc(O)c(C2OC(=O)c3c2ccc(OC)c3OC)c(=O)n1C (configuration not stated)
→ 1.7	-21.9
- Cc1ccc(S(=O)(=O)CC(=O)N(C)C)cc1
→ 0.1	-9.7
- O=C(Cn1cnc([N+](=O)[O-])n1)NCc1ccccc1
→ 72.0*	2.5
- COc1ccccc1OCc1nc2ccccc2[nH]1
→ 7.0	-1.1
- CC(Oc1ccccc1)C(=O)Nc1c2c(nn1-c1ccccc1)CS(=O)(=O)C2 (configuration not stated)
→ 4.5	-28.8
- COc1cc2c(c(OC)c1OC)C(c1ccc3c(c1)OCO3)CC(=O)O2 (configuration not stated)
→ 9.0	3.9

# Full records from above:
# CS(=O)(=O)c1cnc2c(-c3ccsc3)cnn2c1N is entered as OX1R antag-1 = 15.1; OX1R antag-2 = 3.0
# CCC[C@@H]1CCCC/C=C\CCCC(=O)OCCN1C(=O)OC(C)(C)C is entered as OX1R antag-1 = 1.1; OX1R antag-2 = -4.2

# Additional records.
# The line under a structure holds: OX1R antag-1	OX1R antag-2
- Cc1ccc(Cl)cc1NC(=O)CCC(=O)Nc1cc(Cl)ccc1C
→ 12.8	-17.4
- Cc1noc(C)c1NC(=O)N(C)C[C@H]1Oc2ccc(NC(=O)C3CC3)cc2C(=O)N([C@H](C)CO)C[C@@H]1C
→ 3.4	0.8
- Cc1nn(CC#N)c(=O)n1-c1ccc(Cl)cc1
→ 1.8	-8.4
- Cc1ccc(CNC(=O)CCCCn2c(=O)[nH]c3ccsc3c2=O)cc1
→ 11.1	-17.3
- COc1ccc(-n2nc3c(c2NC(C)=O)CS(=O)(=O)C3)cc1
→ 3.8	2.1
- O=C(c1ccccc1F)N(Cc1cccs1)C1CCS(=O)(=O)C1 (configuration not stated)
→ -2.7	-4.5
- CC(=O)c1ccc(N2CCN(S(=O)(=O)c3ccc4c5c3CC(=O)N5CC(C)S4)CC2)cc1 (configuration not stated)
→ 13.3	-7.0
- COc1ccc(CN2CCN(CCCc3ccccc3)C(CCO)C2)cc1OC (configuration not stated)
→ 8.3	-37.0
- O=C(C(=O)N1CCOCC1)c1cn(CC(=O)N2CCCCC2)c2ccccc12
→ 11.3	-9.9
- O=C(CSc1nnc2ccccn12)N1CCc2ccccc2C1
→ 22.4	-8.1
- CCCCN(C(=O)CSCc1c(C)noc1C)c1c(N)n(CCC)c(=O)[nH]c1=O
→ 12.3	0.9
- COc1ccc(S(=O)(=O)N2CCN(Cc3cccc(F)c3)CC2)cc1
→ 3.9	-6.8
- COC(=O)C1=C(C)N(Cc2ccccc2)C(=NCc2cccc(Cl)c2)N[C@H]1c1ccccc1
→ 21.1	43.4
- O=C(N/N=C/c1ccco1)c1cccc(N2CCCC2=O)c1
→ 8.4	-3.5
- O=C(NC1CCN(Cc2ccccc2)CC1)c1cn(-c2ccccc2)nc1-c1cccnc1
→ 12.8	-24.8
- CSc1ccc(CN2CCN(Cc3ccccc3)C(CCO)C2)cc1 (configuration not stated)
→ 18.6	-19.6
- O=c1c2cc(F)ccc2[nH]c(=S)n1Cc1ccc(F)cc1
→ -9.1	-17.7
- CC(Sc1nc2cc([N+](=O)[O-])ccc2n1-c1cccc(C(F)(F)F)c1)C(=O)NC(N)=O (configuration not stated)
→ 12.3	-21.0
- CCCCC(=O)OCCNC(=O)c1cc2ccccc2oc1=O
→ 44.5	-40.6
- CCOC(=O)C1=CN(Cc2ccco2)S(=O)(=O)NC1CC (configuration not stated)
→ 0.3	-0.9
- CCOC(=O)c1[nH]c(C)c(C(=O)N2CCc3ccccc32)c1C
→ 0.9	-18.1
- COc1ccc(NC(=O)CS(=O)(=O)c2cccc(Cl)c2)cc1
→ -2.0	-18.9
- Cc1nn(C(C)CC(=O)O)c(C)c1Br (configuration not stated)
→ -4.3	0.1
- CN(C)S(=O)(=O)c1cc(NC(=O)COC(=O)Cc2ccc(Cl)cc2Cl)ccc1Cl
→ 19.4	-19.4
- O=c1oc(CCCO)cc2ccc(C#Cc3cccnc3)cc12
→ 32.7	-25.2
- O=C(NC1CCN(Cc2ccc(Cl)c(Cl)c2)CC1)c1ccccc1
→ -9.7	-33.0
- COc1ccc(-c2nc(-c3ccc4c(c3)OCO4)[nH]c2-c2ccc(OC)cc2)cc1
→ 5.2	3.3
- CC(NC(=O)c1cn(C)c2ccc(S(=O)(=O)N3CCCC3)cc2c1=O)c1ccccc1 (configuration not stated)
→ 14.4	-29.6
- COc1ccc(S(=O)(=O)NCCSCc2ccccc2C)cc1Br
→ 6.8	-28.1
- COc1ccc(C2(CNC(=O)c3ccccc3)CCCC2)cc1OC
→ 17.4	-23.9
- CCOC(=O)c1[nH]c2ccc(OC)cc2c1NC(=S)N1CCN(c2cccc(C)c2C)CC1
→ 15.4	-25.9
- Cc1cccc(C)c1NC(=O)CSc1nnc(C)c(=O)[nH]1
→ 11.0	1.3
- CCCn1c(N)c(N2CCCCC2)c(=O)n(CC(=O)Nc2ccc(C(C)=O)cc2)c1=O
→ 9.7	-29.4
- CCCn1c(=O)c(C(=O)Nc2ncccc2C)c(O)c2ccccc21
→ 13.2	-10.1
- COc1cc(C(=O)Oc2ccccc2/C=N/NC(=O)c2ccc(Cl)cc2)cc(OC)c1OC
→ 19.3	1.5
- CN(C)S(=O)(=O)c1ccc(N2CCCC2)c(C(=O)Nc2ccccc2OC(F)F)c1
→ 15.9	-23.4
- O=C(Cn1cnc2c(nnn2-c2ccc(F)cc2)c1=O)N1CCCc2ccccc21
→ 7.3	-15.9
- CCOC(=O)N1CCN(C2CC(=O)N(c3ccc(Cl)c(Cl)c3)C2=O)CC1 (configuration not stated)
→ 9.9	-21.3
- CC(=O)/C(=C/Nc1ccc(Oc2ccccc2)cc1)c1ccccc1
→ 16.0	-15.0
- CC(=O)c1cccc(NC(=O)C2=CC(c3ccco3)=NS(=O)(=O)N2C)c1
→ 6.4	-6.8

# Reformatted field by field: 2 of the compounds above
CC(NC(=O)c1cn(C)c2ccc(S(=O)(=O)N3CCCC3)cc2c1=O)c1ccccc1 (configuration not stated)
  OX1R antag-1: 14.4; OX1R antag-2: -29.6

COc1ccc(C2(CNC(=O)c3ccccc3)CCCC2)cc1OC
  OX1R antag-1: 17.4; OX1R antag-2: -23.9

# Further records follow.
# The line under a structure holds: OX1R antag-1	OX1R antag-2
- CCCC(=O)N1c2ccccc2C(N(C(C)=O)c2ccccc2)CC1C (configuration not stated)
→ 15.9	-27.7
- c1ccc(CNc2ncnc3c2ncn3C2CCCCO2)cc1 (configuration not stated)
→ 12.7	11.6
- CCOC(=O)CCS(=O)(=O)c1ccc(-c2ccc(S(=O)(=O)CCC(=O)OCC)cc2)cc1
→ 9.1	5.1
- N=C(N)SCc1cccc2ccccc12
→ 18.8	-14.7
- CC1CCN(C(=O)C2CCC(CNS(=O)(=O)c3cccc4cccnc34)CC2)CC1 (configuration not stated)
→ 10.5	-25.4
- CS(=O)(=O)c1ccc(N2CCN(S(=O)(=O)c3cccs3)CC2)c([N+](=O)[O-])c1
→ 11.1	24.0
- CCOc1ccc(CCNC(=O)C2CCN(c3nn4c(=O)cc(C)nc4s3)CC2)cc1
→ 5.1	-32.4
- COc1ccc(S(=O)(=O)N/N=C\c2ccc3c(c2)OCO3)cc1
→ 6.9	-12.2
- CC(C)(C)NC(=O)NC(=O)CN1CCCCCCC1
→ 12.2	-12.5
- Cc1cccc(NC(=O)CN2C(=O)CSC2=O)c1
→ 2.2	-2.3
- COCP(=O)(c1ccccc1)c1ccccc1
→ 14.7	7.5
- CC(=O)Nc1ccccc1Oc1ccccc1
→ 2.5	-1.3
- CCC(C)c1ccc(NC(=O)c2cccs2)cc1 (configuration not stated)
→ 39.8*	17.2

# 2 compounds picked at random from those above, as already listed:
# The line under a structure holds: OX1R antag-1	OX1R antag-2
- CS(=O)(=O)c1ccc(N2CCN(S(=O)(=O)c3cccs3)CC2)c([N+](=O)[O-])c1
→ 11.1	24.0
- CC(=O)Nc1ccccc1Oc1ccccc1
→ 2.5	-1.3
